Pemphigus Ab inh: inhibitors of pemphigus antibody binding to DSG3, primary screen, biochemical, bead-based, flow cytometry, scFv-GFP. Desmoglein-3 (Homo sapiens), P32926. DSG3-coupled beads, scFv-anti-DSG3-GFP binding; active compounds read low. binding (percent of control), % at 10 µM. actives 0.48% (n = 310,000). AID 588358, 2011;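 active means binding more than 3 SD below its plate's average and above zero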;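 further: hits lower antibody fragment binding to DSG3; some compounds called inactive have numbers as strong as hits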
PKA-R1A activ: activators of PKA-R1A holoenzyme, primary screen, biochemical, fluorescence polarization, Cy5-IP20, bovine R1A, mouse PKAc; activation, % at 11.4 µM; PKA-R1A dissociation; scaled: DMSO 0%, 113 µM cGMP 100%; actives 0.083% (n = 340,000);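 active means percent activation above the mean of all tested compounds plus 3 SD, cut at about 19% in these data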;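 further: higher means more PKAc released from R1A so a rise in polarization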
HTR5A inv ctr: HTR5A inverse agonists in luminescence cell assay, primary screen, counter-screen for OPRM1-OPRD1 heterodimer inverse agonist project, full-deck HTS. AID 504634, 2011. actives 0.083% (n = 340,000). 5-hydroxytryptamine receptor 5A (Homo sapiens), P47898. inhibition, % at 9.3 µM. HTR5A cell line, inverse agonism; in the data active means inhibition mostly above about 23%, no sharp cut-off; inactive means mostly below about 18%;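 further: 0% = cells with DMSO and 100% = no-cell wells with DMSO; some compounds called inactive have numbers as strong as hits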
Target sequence (P47898 whole entry, looked up): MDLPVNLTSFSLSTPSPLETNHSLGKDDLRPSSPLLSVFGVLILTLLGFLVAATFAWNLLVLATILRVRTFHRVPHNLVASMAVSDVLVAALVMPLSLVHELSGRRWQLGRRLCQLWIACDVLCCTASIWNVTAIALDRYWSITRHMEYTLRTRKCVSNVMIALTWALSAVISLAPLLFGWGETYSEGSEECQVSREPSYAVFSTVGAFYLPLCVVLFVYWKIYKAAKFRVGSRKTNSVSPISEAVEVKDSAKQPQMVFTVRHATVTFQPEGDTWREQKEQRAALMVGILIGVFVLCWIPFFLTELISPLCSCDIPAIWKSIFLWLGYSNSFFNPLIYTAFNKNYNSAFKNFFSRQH
PKA-R2B act: activators of PKA-R2B holoenzyme, primary screen, biochemical, fluorescence polarization, Cy5-IP20, human. cAMP-dependent protein kinase catalytic subunit beta (Homo sapiens) + cAMP-dependent …. PKA-R2B holoenzyme dissociation; R2B truncated from residue 108, S112A mutant; 0% DMSO only, 100% 113 µM cGMP. activation, % at 11.4 µM. actives 0.079% (n = 340,000);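 active means activation above a cutoff set at the mean over all compounds plus 3 SD, cut at about 18% in these data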;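 further: higher means more holoenzyme dissociation and a rise in polarization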
Target sequence (P31323 whole entry, looked up, other chains not shown, the tested form may be a part): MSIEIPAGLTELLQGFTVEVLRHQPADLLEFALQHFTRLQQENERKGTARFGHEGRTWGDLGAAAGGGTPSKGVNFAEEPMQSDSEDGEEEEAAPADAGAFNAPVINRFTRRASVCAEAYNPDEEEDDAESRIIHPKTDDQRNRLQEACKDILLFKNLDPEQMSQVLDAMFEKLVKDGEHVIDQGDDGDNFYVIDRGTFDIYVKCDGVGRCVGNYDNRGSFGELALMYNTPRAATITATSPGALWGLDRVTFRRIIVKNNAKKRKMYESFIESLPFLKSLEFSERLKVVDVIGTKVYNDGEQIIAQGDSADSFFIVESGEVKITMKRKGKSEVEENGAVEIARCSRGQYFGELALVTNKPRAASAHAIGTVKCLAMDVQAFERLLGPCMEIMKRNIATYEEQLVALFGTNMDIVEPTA
V-ATPase pHluor: regulators of yeast V-ATPase proton pumping, primary screen, pHLuorin cytosolic pH fluorescence. S. cerevisiae. response, % at 10 µM. actives 0.37% (n = 350,000). AID 504577, 2011; in the data active means response mostly above about 7.3%, no sharp cut-off; inactive means mostly below about 5.4%; further: actives read high; inactives centre near 0; some compounds called inactive have numbers as strong as hits; reference of the scale not given here
DAGLB inh: DAGLB lipase inhibitors, primary screen, biochemical, fluorescence, HTS. HEK293T DAGLB membrane lysate, EnzChek fluorogenic substrate. inhibition, % at 5.17 µM. AID 504411, 2011. actives 0.059% (n = 340,000); in the data active means inhibition above about 34%;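 further: 0% = enzyme with vehicle and 100% = wells lacking enzyme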
Arr AP2 block: inhibitors of beta-arrestin/AP2 binding, primary screen, biochemical, GPCR trafficking, flow cytometry | FITC-arrestin peptide / GST-AP2 beads; AP2 beta2 appendage carries R879A mutation | inhibition, % at 10 µM | beta-arrestin 1 C-terminal peptide binding to AP2 beta2-adaptin appendage (human) | actives 0.31% (n = 340,000);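 active means inhibition above a set limit, near 3 SD of compounds lacking own fluorescence, cut at about 54% in these data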;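 further: plate controls were DMSO wells for no effect and 5 µM unlabelled arrestin peptide for full effect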
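System: GST-AP2 R879A glutathione beads. Medium: PBS with 0.05% Tween 20 and 0.1% BSA. Also added: FITC-arrestin peptide, 50 nM. Incubation: 12 min plus 1 h, RT. Measured by: high-throughput flow cytometry of beads, ex 488, em 535 nm. Evaluation: percent drop in bead-associated FITC signal.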
MOR-DOR inv ag: inverse agonists of MOR-DOR heterodimerization, primary screen, cell-based, luminescence; Mu-type opioid receptor (Homo sapiens) + Delta-type opioid receptor (Homo sapiens), …; cell-based MOR-DOR heterodimer luminescence, inverse agonism; inhibition, % at 9.3 µM; actives 0.21% (n = 340,000); AID 504357, 2011; in the data active means inhibition above about 22%, passing the limit was not always enough;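 further: 0% = cells with DMSO and 100% = wells without cells with DMSO; values of inactives mirror those of a sister screen read the other way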
MOR-DOR ag: agonists of OPRM1-OPRD1 heterodimerization, primary screen, cell-based, luminescence; activation, % at 9.3 µM; Mu-type opioid receptor (Homo sapiens) + Delta-type opioid receptor (Homo sapiens), …; actives 0.3% (n = 340,000); cells; in the data active means activation above about 18%;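 further: 0% = vehicle-treated cells and 100% = reference agonist; values of inactives mirror those of a sister screen read the other way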
HTR5A ag ctr: HTR5A agonists in luminescence cell assay, primary screen, counter-screen for OPRM1-OPRD1 heterodimer agonist project, full-deck HTS; 5-hydroxytryptamine receptor 5A (Homo sapiens), P47898; cell-based; activation, % at 9.3 µM; actives 0.61% (n = 340,000); in the data active means activation mostly above about 9.5%, no sharp cut-off; inactive means mostly below about 7.6%;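 further: 0% = cells with vehicle only and 100% = reference agonist; strong numbers were not always called active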
Active calls of the source: *; x = not tested or not shown.

SMILES | Pemphigus Ab inh | PKA-R1A activ | HTR5A inv ctr | PKA-R2B act | V-ATPase pHluor | DAGLB inh | Arr AP2 block | MOR-DOR inv ag | MOR-DOR ag | HTR5A ag ctr
O=C(Nc1ccccc1)Nc1ncc(C(F)(F)F)cc1Cl | 96 | -2 | x | 1 | x | -6 | x | x | x | x
CC(C)(C)C(=O)Cn1c(=N)n(Cc2ccccc2)c2ccccc21 | 108 | -2 | -14 | -4 | 2 | -5 | 6 | 1 | -0.1 | 6
O=C(N/N=C/C(Cl)=C/c1ccccc1)c1cnccn1 | 111 | -10 | -10 | -10 | 2 | 1 | -10 | -13 | 2.3 | -3
Cc1c(-c2nc(N)nc(Nc3ccccc3)n2)oc2ccccc12 | 106 | -2 | -33 | -3 | 3 | 1 | -88 | 2 | -0.3 | -2
O=c1cc(Cl)c(-c2ccccc2)n[nH]1 | 101 | 3 | -3 | -4 | 0 | 1 | -5 | 5 | -0.9 | 1
O=C(Nc1cccc(C(F)(F)F)c1)Nc1ccc(N2CCCC2)c(S(=O)(=O)Nc2ccccc2Cl)c1 | x | -3 | 1 | -9 | 1 | -6 | 0 | -20 | 3.9 | 6
O=C(CN1C(=O)NC2(CCCCCC2)C1=O)c1cccs1 | 98 | -5 | -5 | 7 | 1 | 0 | 3 | 9 | -2.4 | -3
CC(=O)OCn1nnc2ccccc2c1=O | 107 | 1 | -9 | 0 | 0 | 0 | 3 | 17 | -3.0 | 2
CC(=O)c1c(N2CCN(c3ccc(F)cc3)CC2)nc(=S)n(-c2ccccc2)c1C | 125 | -4 | 12 | 8 | -3 | 1 | 5 | 5 | -0.9 | -3
O=C1CCCN1CCCNC(=S)Nc1ccccc1Cl | x | 6 | 5 | -1 | -1 | -2 | 0 | 12 | -2.8 | 4
Cn1c(SCc2cccc(F)c2)nnc1-c1ccccn1 | 103 | -6 | 5 | -5 | -3 | 1 | 3 | 2 | -0.4 | 2
O=S(=O)(NCC(c1cccs1)N1CCc2ccccc2C1)c1ccccc1 (configuration not stated) | 100 | -6 | -2 | -13 | 4 | -5 | -8 | -30 | 4.5 | 1
Cc1ccc(C)c(N2CC(C(=O)Nc3nccs3)CC2=O)c1 (configuration not stated) | 105 | -15 | 9 | -5 | -1 | -1 | 53 | 6 | -1.1 | -4
Cc1ccc(C(=O)C2(C)C3c4cc(Br)ccc4OC(=O)C32C(=O)c2ccco2)cc1 (configuration not stated) | 91 | -7 | 18 | 0 | -3 | -1 | -2 | -4 | 0.7 | -6
C[C@H]1CN([C@@H](C)CO)C(=O)CCCn2cc(nn2)CO[C@@H]1CN(C)C(=O)CCC(F)(F)F | x | -12 | x | -4 | -1 | 2 | x | x | x | x
Cc1ccc(-c2cn3c(=O)cc(C)[nH]c3n2)cc1 | 100 | 2 | 9 | -3 | -5 | -3 | 16 | 20 | -3.3 | 5
CCOc1c(Br)cc(/C=C(\C#N)C(=O)NC2CC2)cc1OC | 113 | 1 | -7 | 19* | -3 | -1 | -3 | 2 | -0.4 | 2
O=[N+]([O-])c1ccc(C(=S)N2CCN(c3ccc(F)cc3)CC2)cc1 | 98 | -12 | -6 | 1 | 0 | -9 | 53 | 6 | -1.1 | 2
O=c1[nH]c(CSc2nnc(-c3ccncc3)n2Cc2ccco2)nc2ccccc12 | 94 | 1 | -16 | 4 | 4 | -1 | 3 | 16 | -3.2 | 6
Cc1ccc(-c2nnc(Nc3ccc4c(c3)OCO4)c3ccccc23)cc1S(=O)(=O)NCCO | 103 | -5 | -8 | -13 | 1 | 0 | -10 | 2 | -0.3 | 2
CCN(CC)c1ccc(N/C(N)=N/c2nc(C(F)(F)F)cc(=O)[nH]2)cc1 | 95 | -2 | 29 | 6 | 1 | -2 | 9 | 4 | -0.8 | -4
Fc1ccc(NCc2cccnc2)cc1 | 95 | 3 | -5 | 1 | 4 | 2 | -5 | 13 | -2.3 | 2
O=C(CC(Nc1ccccc1Cl)C(=O)O)c1ccccc1 (configuration not stated) | 101 | -6 | -6 | 0 | -4 | 0 | -11 | 3 | -0.7 | -2
COc1ccc(/C=N\NC(=O)/C(=C\Nc2nccc(C)n2)NC(=O)c2ccccc2)cc1 | 108 | -7 | -3 | -7 | -1 | 0 | 1 | 10 | -1.8 | 1
CCN(Cc1ccc2c(c1)OCO2)C(=O)CSc1ncnc2sccc12 | 100 | 8 | -19 | 10 | -2 | -1 | 36 | -2 | 0.6 | 8
O=c1[nH]c(C2CCN(S(=O)(=O)c3ccccc3F)CC2)nc2c1nnn2Cc1ccc2c(c1)OCCO2 | 87 | 2 | 9 | -2 | 2 | 4 | -10 | 10 | -1.9 | -2
CC(C)(C)OC(=O)NN=C(c1ccc(O)cc1)c1ccc(O)cc1 | x | -10 | -8 | -11 | 3 | 0 | -4 | 11 | -2.0 | -5
NS(=O)(=O)c1ccc(CCNC(=O)C2CCCN2S(=O)(=O)c2cccc3nsnc23)cc1 (configuration not stated) | 98 | 2 | -18 | -5 | 5 | 3 | 1 | 1 | -0.2 | -4
CC1=C(C)CC(C(=O)NCc2c(F)cccc2Cl)C(C(=O)O)C1 (configuration not stated) | 111 | -5 | 8 | 2 | 2 | -3 | -11 | 11 | -2.5 | -2
Cc1ccc(S(=O)(=O)Nc2cc(C)c(O)c(S(=O)(=O)c3ccc(C)cc3)c2)cc1 | 97 | -7 | -7 | 9 | 6 | 0 | 16 | -22 | 4.5 | 0
O=[N+]([O-])c1cc(S(=O)(=O)CCCN2CCOCC2)ccc1F | 103 | -6 | -9 | -1 | 7 | 0 | 17 | 1 | -0.2 | 1
CCOC(=O)C1CCN(C(=O)Cn2cnc3sc(C)c(S(=O)(=O)N4CCC(C)CC4)c3c2=O)CC1 | 102 | -4 | -20 | -9 | -3 | -6 | 25 | 5 | -0.9 | 0
O=C(Nc1cccc(Cl)c1)Nc1ccc2c(c1)OCO2 | 105 | -5 | -23 | 3 | 3 | 1 | -8 | -34 | 5.5 | -2
Cc1noc(C)c1C(=O)Nc1nc(-c2cccs2)cs1 | 102 | -3 | 2 | -8 | -1 | -2 | 4 | 12 | -3.1 | -1
Cc1cc(-c2ccccc2)nc(N(C)NC(=O)c2ccc(Cl)cc2)c1S(C)(=O)=O | 110 | -5 | 3 | -5 | 18* | -9 | 5 | -1 | 0.3 | -1
O=C(CCc1ccccc1)NNC(=O)Cc1ccccc1 | 101 | -8 | 2 | -5 | -1 | -1 | -6 | 18 | -3.4 | -1
O=C1CC(C(=O)Nc2ccc(C(=O)O)cc2)C(c2ccccc2)O1 (configuration not stated) | 97 | -6 | -21 | 14 | 2 | -4 | 22 | 0 | -0.1 | 8
CC1(c2ccc(Cl)c(Cl)c2)NC(=S)N2C1NC(=S)N2c1ccccc1 (configuration not stated) | 88 | -3 | -8 | -1 | 0 | 0 | 17 | -5 | 0.8 | -2
COc1ccc(/C=C(\NC(=O)c2ccccc2)C(=O)OC[C@@H]2CCC[N+]3(C)CCCCC23)cc1OC (some centres not stated) | 109 | 4 | 10 | 3 | -2 | 1 | -20 | 15 | -3.0 | 3
O=C(Nc1ccccc1C(=O)NCc1ccco1)NC1CCCCC1 | x | 3 | 3 | -3 | 1 | -1 | 3 | 14 | -3.3 | -1

Reprinted from the part before: 4 entries; new compounds follow.
SMILES | Pemphigus Ab inh | PKA-R1A activ | HTR5A inv ctr | PKA-R2B act | V-ATPase pHluor | DAGLB inh | Arr AP2 block | MOR-DOR inv ag | MOR-DOR ag | HTR5A ag ctr
O=C1CC(C(=O)Nc2ccc(C(=O)O)cc2)C(c2ccccc2)O1 (configuration not stated) | 97 | -6 | -21 | 14 | 2 | -4 | 22 | 0 | -0.1 | 8
CC1(c2ccc(Cl)c(Cl)c2)NC(=S)N2C1NC(=S)N2c1ccccc1 (configuration not stated) | 88 | -3 | -8 | -1 | 0 | 0 | 17 | -5 | 0.8 | -2
COc1ccc(/C=C(\NC(=O)c2ccccc2)C(=O)OC[C@@H]2CCC[N+]3(C)CCCCC23)cc1OC (some centres not stated) | 109 | 4 | 10 | 3 | -2 | 1 | -20 | 15 | -3.0 | 3
O=C(Nc1ccccc1C(=O)NCc1ccco1)NC1CCCCC1 | x | 3 | 3 | -3 | 1 | -1 | 3 | 14 | -3.3 | -1
OCCNCc1c(OCc2ccc(Cl)cc2)ccc2ccccc12 | 89 | -1 | -2 | -10 | 5 | -1 | -9 | -16 | 3.1 | 1
COc1cccc(-c2cc(C(=O)N3N=C(C)CC3(O)C(F)F)c3ccccc3n2)c1 (configuration not stated) | 99 | -7 | -4 | -1 | 1 | 1 | 33 | 9 | -1.9 | 1
O=C(COC(=O)CCc1nc2ccccc2s1)Nc1ccc(S(=O)(=O)N2CCOCC2)cc1 | 96 | 6 | 12 | -8 | -4 | -1 | 26 | 17 | -2.8 | -1
O=C1C(Cl)=C(N2CCOCC2)C(=O)N1c1ccc(Br)cc1 | 127 | -4 | -10 | 1 | -1 | 5 | 12 | -14 | 2.7 | 3
CCC(=O)NC(c1ccc(OC)c(OC)c1)c1cc(Cl)c2cccnc2c1O (configuration not stated) | 95 | -11 | 0 | 0 | 0 | 10 | -10 | -4 | 0.9 | 0
CN(Cc1ccccc1)C1CCCN(C(=O)c2ccc(Cl)s2)C1 (configuration not stated) | 108 | -5 | -9 | 0 | 1 | 0 | 17 | -6 | 1.2 | 2
Nc1ccc2nc(-c3ccccc3)[nH]c2c1 | 99 | -9 | -3 | 1 | 1 | 1 | 15 | -1 | 0.3 | 2
Cn1c(-c2ccccn2)[n+](C)c2ccccc21 | 104 | -16 | 5 | -7 | -2 | -4 | 12 | 2 | -0.4 | 5
Cc1cc(N2CCCC(C(=O)Nc3ccc4c(c3)CCC4)C2)n2ncnc2n1 (configuration not stated) | x | -4 | 1 | 3 | 3 | 2 | 23 | 14 | -2.5 | 8
CC(=C/c1ccc(C(C)C)cc1)/C=N/NC(=O)Cn1nc(C)cc1C | 108 | 14 | -20 | -1 | 8 | 3 | 1 | -39 | 5.4 | 7
COc1ccc(CCC(=O)OCC(=O)Nc2sccc2C#N)cc1 | 112 | -3 | -10 | 0 | 3 | -4 | 10 | 7 | -1.5 | 3
COc1cccc(NC(=O)COC(=O)c2c(C)noc2C)c1 | x | -3 | -2 | -2 | -3 | 3 | 0 | 7 | -1.7 | 1
O=C(CSc1nnc(-c2ccc(F)cc2)n1-c1ccccc1)NCCN1C(=O)CSC1=O | 109 | 7 | 22 | -3 | 2 | 1 | -8 | 6 | -1.2 | 0
